Source: PubChem BioAssay
KCNK9 block: KCNK9 potassium channel inhibitors, primary screen, HEK293 cells, thallium flux. B-score at 10 µM. 1.2% of 310,000 active. Potassium channel subfamily K member 9 (Homo sapiens), Q9NPC2. FluxOR thallium flux fluorescence; stronger effect = lower value. AID 488922, 2010;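 active means ratio B-score over 3 SD below the library mean, with starting fluorescence within 5 SD of its mean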;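 further: negative B-score means less thallium flux so channel inhibition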
Target sequence (Q9NPC2 whole entry, looked up): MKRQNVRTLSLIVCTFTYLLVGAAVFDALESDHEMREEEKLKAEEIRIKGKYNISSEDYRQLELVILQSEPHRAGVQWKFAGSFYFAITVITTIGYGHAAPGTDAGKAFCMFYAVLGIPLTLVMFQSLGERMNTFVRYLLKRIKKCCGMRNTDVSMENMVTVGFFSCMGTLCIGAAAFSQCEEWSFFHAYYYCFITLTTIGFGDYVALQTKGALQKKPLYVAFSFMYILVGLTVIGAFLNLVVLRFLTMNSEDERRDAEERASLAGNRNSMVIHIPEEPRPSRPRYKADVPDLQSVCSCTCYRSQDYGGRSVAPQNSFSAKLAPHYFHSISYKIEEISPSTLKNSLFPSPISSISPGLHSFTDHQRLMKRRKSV
KCNK3 inh: human KCNK3 channel inhibitors, primary screen, CHO cells, FluxOR thallium flux, B-score | B-score at 10 µM | 0.84% of 340,000 active | FluxOR fluorescence; stronger effect = lower value | Potassium channel subfamily K member 3 (Homo sapiens), O14649;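 active means B-score under library mean minus 4 SD, starting fluorescence ratio at most library mean plus 5 SD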;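 further: more negative B-score means stronger inhibition of thallium flux through KCNK3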
Target sequence (O14649 whole entry, looked up): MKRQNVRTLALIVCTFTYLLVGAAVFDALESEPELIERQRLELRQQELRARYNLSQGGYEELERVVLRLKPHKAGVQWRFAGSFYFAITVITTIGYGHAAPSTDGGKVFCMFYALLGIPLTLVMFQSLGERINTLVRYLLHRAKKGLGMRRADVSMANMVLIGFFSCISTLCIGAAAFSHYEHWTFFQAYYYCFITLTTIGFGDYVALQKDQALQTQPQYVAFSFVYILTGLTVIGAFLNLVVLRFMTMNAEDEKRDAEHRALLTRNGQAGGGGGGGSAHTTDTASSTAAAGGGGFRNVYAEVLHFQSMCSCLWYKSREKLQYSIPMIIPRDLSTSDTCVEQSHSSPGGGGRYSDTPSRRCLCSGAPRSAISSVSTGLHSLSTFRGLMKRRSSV
hERG protect: hERG rescue from dofetilide block, primary screen, cell-based, CHO-hERG, FluxOR thallium flux, dofetilide IC70; Voltage-gated inwardly rectifying potassium channel KCNH2 (Homo sapiens), Q12809; dofetilide IC70 present; activation (rescue from dofetilide block), less the hit threshold, % at 10 µM; 0.51% of 310,000 active;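 active means activation above the mean of controls blocked by dofetilide plus 5 SD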;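 further: thallium influx through hERG after potassium depolarization seen as dye fluorescence rise; in these data hits start at about 4.7%; inactives centre near -7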
KCNQ1 pot: potentiators or activators of KCNQ1 channel, primary screen, cell-based, thallium flux, high-throughput | B-score at 10 µM | AID 2648, 2010 | 0.35% of 310,000 active | CHO-K1 KCNQ1, thallium flux FluxOR fluorescence; stronger effect = higher value;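 active means fluorescence ratio B-score, a plate-corrected score, at least three library SD, with initial intensity B-score within 5 SD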
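Medium – assay buffer, equal DMSO in all wells · Material – CHO-K1 cell line with stable KCNQ1 potassium channel expression · Signal – kinetic FluxOR thallium fluorescence, 10-s 1-Hz baseline, 110-s post-stimulus read · Compound – single concentration per compound, DMSO matched to controls · Schedule – 37 °C overnight plating, 90-min dark dye load, 20-min compound pretreatment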
MrgX1 PAM: positive allosteric modulators of MrgX1, primary screen, HEK293 cells, Fluo-4 calcium flux; B-score at 10 µM; FDSS; stronger effect = higher value; Mas-related G-protein coupled receptor member X1 (Homo sapiens), Q96LB2; 0.63% of 310,000 active;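 active means plate-corrected calcium response at least 3 library SD above typical, normal starting fluorescence, not activating the receptor alone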;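 further: compound read alongside a low EC10 to EC30 dose of BAM8-22 agonist; peak minus trough fluorescence over baseline measured at the second addition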
Target sequence (Q96LB2 whole entry, looked up): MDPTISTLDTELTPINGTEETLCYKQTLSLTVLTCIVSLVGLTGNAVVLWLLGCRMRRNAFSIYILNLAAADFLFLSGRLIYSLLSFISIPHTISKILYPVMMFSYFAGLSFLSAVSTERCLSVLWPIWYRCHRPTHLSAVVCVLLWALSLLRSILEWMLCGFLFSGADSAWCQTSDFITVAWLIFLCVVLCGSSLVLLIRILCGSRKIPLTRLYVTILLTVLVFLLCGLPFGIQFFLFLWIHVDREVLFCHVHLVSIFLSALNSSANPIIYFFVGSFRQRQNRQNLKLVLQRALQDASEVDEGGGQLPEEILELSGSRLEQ
TMEM16A act: TMEM16A chloride channel activators or potentiators, primary screen, cell-based, HTS. Anoctamin-1 (Mus musculus), Q8BHY3. AID 623877, 2012. 0.3% of 340,000 active. B-score at 10 µM. HEK293 TMEM16A/YFP-H148Q/I152L, iodide quench fluorescence; stronger effect = lower value;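 active means fluorescence-ratio B-score plate-corrected deviation score at least 3 library SD below zero, with starting fluorescence score within 5 deviations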;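 further: channel opened by trigger with iodide after compound preincubation; score built on the fluorescence ratio of max minus min over baseline; more negative score means more quench and so TMEM16A activation or potentiation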
MrgX1 ag: agonists of human MrgX1 receptor, primary screen, HEK293 cells, Fluo-4 calcium flux | B-score at 10 µM | 0.44% of 310,000 active | Mas-related G-protein coupled receptor member X1 (Homo sapiens), Q96LB2 | Fluo-4 calcium fluorescence, agonist mode; stronger effect = higher value | AID 588627, 2011;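 active means calcium response B-score plate-corrected fluorescence ratio at least 3 library SD, with starting fluorescence B-score inside 5 SD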
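Assay system: stable human MrgX1 HEK293 cell line. Quantity: 15,000 cells per well. Schedule: cells plated overnight, dye loaded 0.5 h 37 °C, 0.5 h room temperature. Detection: Fluo-4 NW calcium-flux fluorescence, kinetic read. Read-out basis: peak-minus-minimum fluorescence over baseline, converted to B scores. Control set: positive and negative control wells on each plate.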
KCNQ1 inh: inhibitors of human KCNQ1 channel, primary screen, cell-based, thallium flux, high-throughput | Potassium voltage-gated channel subfamily KQT member 1 (Homo sapiens), P51787 | CHO-K1 KCNQ1, FluxOR thallium flux fluorescence; stronger effect = higher value | B-score at 10 µM | 1.3% of 310,000 active;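 active means compounds whose thallium flux B-score, printed positive for inhibition, exceeds three library SD while starting fluorescence stays within three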;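 further: channel opened by potassium depolarization with thallium stimulus after 20 min compound exposure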
RGS4 block: RGS4 inhibitors, primary screen, cell-based, HEK293 M3R inducible RGS4, calcium flux; Regulator of G-protein signaling 4 (Homo sapiens), P49798; Fluo-4 calcium flux; stronger effect = higher value; triggered by carbachol at its EC20; B-score at 10 µM; 0.45% of 310,000 active;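 active means B-score, a plate-corrected calcium signal, over three deviations above library mean, with baseline fluorescence within five deviations of library mean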;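 further: RGS4 expression induced by doxycycline in cells with stable M3 receptor; B-score is computed from the integrated fluorescence ratio over baseline after carbachol; higher B-score means a larger calcium signal and so more RGS4 inhibition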
RGS4 act: RGS4 potentiators or activators, primary screen, cell-based, HEK293 M3R inducible RGS4, calcium flux; carbachol calcium flux Fluo4; stronger effect = lower value; B-score at 10 µM; 0.92% of 310,000 active; AID 463111, 2010;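 active means B-score of the integrated calcium signal more than 4 SD below the library mean, with starting fluorescence not abnormally high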;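 further: negative B-score means reduced calcium response which marks RGS4 activation or potentiation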
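test system = M3R-expressing HEK293 line, RGS4 induced by doxycycline | probe or stimulus = carbachol at ECmax as muscarinic agonist stimulus | timing = dye loading 30 min 37 °C, buffer rest 30 min RT | signal = calcium dye Fluo4 fluorescence | evaluation = B score from integrated fluorescence ratio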
TMEM16A inh: TMEM16A chloride channel inhibitors, primary screen, cell-based, HTS | Anoctamin-1 (Mus musculus), Q8BHY3 | HEK293 TMEM16A/YFP iodide influx fluorescence, ionomycin | normalized B-score (activity score, 25-100; higher = stronger inhibition) at 10 µM | 1.2% of 310,000 active | AID 588511, 2011;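 active means ratio plate-corrected score three or more library SD toward inhibition, starting fluorescence score within five deviations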;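 further: score derived from kinetic fluorescence span divided by baseline fluorescence per well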
The depositor's hits bear a star; i = inactive; . = no result given.

SMILES | KCNK9 block | KCNK3 inh | hERG protect | KCNQ1 pot | MrgX1 PAM | TMEM16A act | MrgX1 ag | KCNQ1 inh | RGS4 block | RGS4 act | TMEM16A inh
CC(C)CNC(=O)COC(=O)c1ccccc1OCC(=O)Nc1ccc(Br)cc1 | i | i | -8 | i | i | i | i | i | i | i | i
COc1ccc(N2CCOCC2)c(NC(=O)COc2cccc(C)c2C)c1 | i | i | -6 | i | 12* | i | i | i | i | i | i
COC(=O)N/N=C/c1cn(Cc2ccc(Cl)cc2Cl)c2ccccc12 | i | i | -4 | i | i | i | i | i | i | i | i
O=C(NCCC1CCCCN1S(=O)(=O)c1cccs1)C(=O)NCc1ccccc1 (stereo not drawn) | i | i | -2 | i | i | i | i | i | i | i | i
O=C(NCc1ccco1)c1ccc(NS(=O)(=O)c2cccc(F)c2)cc1 | i | i | -3 | i | i | i | i | i | i | i | i
NS(=O)(=O)c1cc(C(=O)OCCNC(=O)c2ccccc2)c(Cl)cc1Cl | i | i | -11 | i | i | i | i | i | i | i | i
COC(=O)[C@]1(CC(C)C)N[C@H](c2ccc(-c3ccc4c(c3)OCO4)cc2)[C@@H]2C(=O)N(C)C(=O)[C@@H]21 | i | i | -8 | i | i | i | i | i | i | i | i
O=C(NN1CCOCC1)c1cc(S(=O)(=O)Nc2cccc(C(F)(F)F)c2)ccc1Cl | i | i | -20 | i | i | i | i | i | i | i | i
COc1cccc(N/C(N)=N/c2nc(C)cc(=O)[nH]2)c1 | i | i | -4 | i | i | i | i | i | i | i | i
COc1cccc(N2CCN(CC(=O)NC(=O)NCc3ccco3)CC2)c1 | i | i | 10.0* | i | i | i | i | i | i | i | i
Cc1ccc(OCC(=O)Nc2ccc3c(c2)nc(CCN2CCCCC2)n3C)cc1 | i | i | -8 | i | i | i | i | i | i | i | i
O=C(N/N=C/c1ccc(OC(F)F)cc1OC(F)F)c1cccc(S(=O)(=O)N2CCOCC2)c1 | i | i | -11 | i | i | i | i | i | i | i | i
Cc1ccc(C)n1-c1ccc(C(=O)N2CCC(C(N)=O)CC2)cc1 | i | i | 7.2* | i | . | i | . | i | i | i | .
Cc1ccc(C(=O)NC(C)c2ccc(-n3ccnc3)cc2)cc1 (stereo not drawn) | i | i | -4 | i | i | i | i | i | i | i | i
Cc1ccc(NC(=O)Cn2ccc(=O)[nH]c2=O)cc1 | i | i | -1 | i | i | i | i | i | i | i | i
Cc1cc(C)c(C(N)=O)c(Nc2cccc(Cl)c2)n1 | i | i | -3 | i | i | i | i | i | i | i | i
Cc1nc2c(sc3nc4c(cc32)COC(C)(C)C4)c(=O)n1Cc1ccccc1 | i | i | -5 | i | i | i | i | i | i | i | i
O=C(NCc1cccnc1)Nc1ccccc1C(F)(F)F | i | i | -6 | i | i | i | i | i | i | i | i
CC(=O)c1ccc(N2C(=O)[C@@H]3C(C(=O)CCN4C(=O)c5ccccc5C4=O)=NN[C@@H]3C2=O)cc1 | i | i | -5 | i | i | i | i | i | i | i | i
COc1cc2c(cc1OC)C(c1ccccc1[N+](=O)[O-])N(C(C)=O)CC2 (stereo not drawn) | i | i | -6 | i | i | i | i | i | i | i | i
CC(C)C(c1nnnn1C1CCCC1)N1CCCCC1 (stereo not drawn) | i | i | 0 | i | i | i | i | i | i | i | i
COc1ccc(-c2nnc(SCc3cccnc3)o2)cc1 | i | i | -4 | i | i | i | i | i | i | i | i
COC(=O)C(C)Sc1nc2c(c(-c3ccc(OC)cc3)c1C#N)-c1ccccc1C2=O (stereo not drawn) | i | i | -4 | i | i | i | i | i | i | i | i
COc1ccc(C(=O)COC(=O)C(CCSC)NC(=O)COc2ccccc2)c(OC)c1 (stereo not drawn) | i | i | -7 | i | i | i | i | i | i | i | i
O=c1[nH]nc(N/N=C/c2ccc(Cl)cc2Cl)c(=O)[nH]1 | i | i | -11 | i | i | i | i | i | i | i | i

Further compounds follow:
SMILES | KCNK9 block | KCNK3 inh | hERG protect | KCNQ1 pot | MrgX1 PAM | TMEM16A act | MrgX1 ag | KCNQ1 inh | RGS4 block | RGS4 act | TMEM16A inh
CC1(C)CC(=O)C(C(C2=C(O)CC(C)(C)CC2=O)c2ccc(O)c([N+](=O)[O-])c2)=C(O)C1 | i | i | -12 | i | i | i | i | i | i | i | i
Cc1ccc2cc3cc(C(=O)NCCCN4CCCCCC4)oc3nc2c1 | i | i | -2 | i | i | i | i | i | i | i | i
O=C(O)c1ccc([N+](=O)[O-])c(CS(=O)(=O)c2ccccc2)c1 | i | i | -4 | i | i | i | i | i | i | i | i
Cc1nc(CNC(=O)C2CCC(=O)N(CCc3ccc(Cl)cc3)C2)sc1C (stereo not drawn) | i | i | -5 | i | i | i | i | i | i | i | i
COc1ccc(S(N)(=O)=O)cc1C(=O)NCC1(N2CCCCC2)CCCCC1 | i | i | -17 | i | i | i | i | i | i | i | i
O=C(COc1ccc(/C=N/NC(=O)c2cc3ccccc3o2)cc1Cl)Nc1ccccc1 | i | i | -6 | i | i | i | i | i | i | i | i
Cn1c(Cl)c(C(=O)Nc2ccc(Cl)cc2)c2ccccc21 | . | i | . | . | i | i | i | . | . | . | i
O=C(CCCc1cccs1)Nc1nc(-c2ccc(F)cc2)cs1 | i | i | -12 | i | i | i | i | i | i | i | i
Cn1c(Sc2ccc([N+](=O)[O-])cc2C(F)(F)F)nnc1-c1ccccc1 | i | i | -18 | i | i | i | i | i | i | i | i
O=C(NCCN1CCOCC1)c1ccncc1 | i | i | -4 | i | i | i | i | i | i | i | i
Cc1nc2ccccc2c2oc(C(=O)Nc3ccc(C(C)C)cc3)cc12 | i | i | -8 | i | i | i | i | 9* | i | i | i
Cn1nccc1C(=O)N(CCN1CCCCC1)CC1CCCN(C2CCCC2)C1 (stereo not drawn) | i | i | -11 | i | i | i | i | i | i | i | i
O=C(O)c1cn(-c2ccccc2)nc1-c1ccc(F)cc1 | i | i | -6 | i | i | i | i | i | i | i | i
O=C(Nc1ccccc1F)C1CC1c1ccccc1 (stereo not drawn) | i | i | -7 | i | i | i | i | i | i | i | i
OCCC1CN(Cc2ccccc2O)CCN1CCCc1ccccc1 (stereo not drawn) | i | i | -8 | i | i | i | i | i | i | i | i
O=C(CSc1nnc(COc2ccc(Cl)cc2Cl)o1)Nc1ccccn1 | i | i | 0 | i | i | i | i | i | i | i | i
O=C1c2ccccc2CSc2c(O)cccc21 | i | i | -6 | i | i | i | i | i | i | i | i
Cc1ccccc1Nc1n[nH]c(C)c1[N+](=O)[O-] | i | i | -2 | i | i | i | i | i | i | i | i
CCOC(=O)N1CCN(C(=S)Nc2cccc(C)c2C)CC1 | i | i | 0 | i | i | i | i | i | i | i | i
COc1ccc(-n2cc(-c3ccccc3)[nH]c2=S)c(OC)c1 | i | i | -6 | i | i | i | i | i | i | i | i
O=C(Nc1cccc2ncccc12)C(Cl)(Cl)Cl | i | i | -2 | i | i | i | i | i | i | i | i
Cn1cc(CN2CCc3c([nH]c4ccccc34)C2C(C)(C)C)cn1 (stereo not drawn) | i | i | -10 | i | i | i | i | i | i | i | i
Cc1nc(NCCc2ccc(F)cc2)c(C#N)c(C)c1[N+](=O)[O-] | i | i | -16 | i | i | i | 38* | i | i | i | i
COCCn1c(CN2CCc3ccccc3C2)nc2c1c(=O)n(C)c(=O)n2C | i | i | -6 | i | i | i | i | i | i | i | i
N=c1c2c(ncn1Cc1ccco1)Oc1c(ccc3ccccc13)C2c1ccccc1 (stereo not drawn) | i | i | -26 | i | i | i | i | i | i | i | i

Additional structures follow.
SMILES | KCNK9 block | KCNK3 inh | hERG protect | KCNQ1 pot | MrgX1 PAM | TMEM16A act | MrgX1 ag | KCNQ1 inh | RGS4 block | RGS4 act | TMEM16A inh
Cc1ccc(F)c(NC(=O)/C(C#N)=C(\O)c2ccc(C(C)(C)C)cc2)c1 | i | i | -11 | i | i | i | i | 7* | i | i | 25*
COc1ccccc1NC(=O)Cn1nc(-c2ccc3c(c2)OCCO3)ccc1=O | i | i | -1 | i | i | i | i | i | i | i | i
C/C(=N\NC(=O)C(N)=O)c1cccc([N+](=O)[O-])c1 | i | i | -10 | i | i | i | i | i | i | i | i
O=C(CCN1C(=O)/C(=C/c2ccccc2Cl)SC1=S)NC1=NCCS1 | i | i | -10 | i | i | i | i | i | i | i | i
COc1ccc(N(C)C(=O)c2cn(CC(C)C)c(=O)c3cc(OC)c(OC)cc23)c(OC)c1 | i | i | -4 | i | i | i | i | i | i | i | i
Clc1ccc2c(N/N=C/c3cccc(Br)c3)ccnc2c1 | i | i | -3 | i | i | i | i | 9* | i | i | i
O=c1c2ccccc2c(-c2ccc(O)cc2)nn1-c1cccc(C(F)(F)F)c1 | i | i | -16 | i | i | i | i | i | i | i | i
COc1ccc(Cn2c(=S)[nH]c3cc(C(=O)N4CCCCC4)ccc3c2=O)cc1 | i | i | -12 | i | i | i | i | i | i | i | i
O=C(NC1CCCC1)c1cnn2c(C(F)(F)F)cc(-c3ccco3)nc12 | i | i | -16 | i | i | i | i | i | i | i | i
O=C(CCN1C(=O)[C@@H]2Cc3ccccc3CN2C1=O)N[C@H](Cc1ccccc1)C(=O)O | i | i | -2 | i | i | i | i | i | i | i | i
Cc1ccc[n+](-c2nc([O-])sc2C=O)c1 | . | i | . | . | i | i | i | . | . | . | i
CCN(CC)C(=O)Oc1nnc(SC(C)C)n1-c1ccc(Cl)c(Cl)c1 | i | i | -11 | i | i | i | i | i | i | i | i
